# hIAP inh: human IAP inhibition; P09923; purified IAP, CDP-Star luminescence, 30 min; inhibition, % at 10 µM; 0.12% of 330,000 active;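 active = inhibition reaching a set limit with compound at 10 µM in the primary screen, cut at about 35% in these data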;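 note: plate controls were DMSO wells with enzyme for no effect and no-enzyme buffer wells for full effect; values of inactives mirror those of a sister screen read the other way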
# Target sequence (P09923 whole entry, looked up): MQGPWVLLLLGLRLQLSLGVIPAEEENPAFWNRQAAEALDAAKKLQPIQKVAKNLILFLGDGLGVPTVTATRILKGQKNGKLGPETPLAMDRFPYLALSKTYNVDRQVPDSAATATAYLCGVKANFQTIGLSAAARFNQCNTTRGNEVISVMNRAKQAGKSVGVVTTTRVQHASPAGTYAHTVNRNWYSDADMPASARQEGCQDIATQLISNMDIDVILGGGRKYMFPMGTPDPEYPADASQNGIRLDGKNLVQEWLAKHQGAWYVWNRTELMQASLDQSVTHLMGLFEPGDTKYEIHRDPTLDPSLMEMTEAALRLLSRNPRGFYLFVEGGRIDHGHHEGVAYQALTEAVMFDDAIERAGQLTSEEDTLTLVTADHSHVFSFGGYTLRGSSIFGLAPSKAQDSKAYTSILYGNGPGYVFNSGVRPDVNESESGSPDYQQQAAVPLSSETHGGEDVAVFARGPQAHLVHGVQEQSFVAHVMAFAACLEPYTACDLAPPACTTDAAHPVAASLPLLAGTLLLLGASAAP
# NLRP3 yeast inh: NALP3 inhibition in yeast | inhibition, % at 10 µM | Yeast reconstituted NLRP3/ASC/caspase-1, beta-gal luminescence, 24 h | AID 2825 | 0.39% of 330,000 active;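 active = inhibition of 50% or more; inactive = inhibition below 50%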;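 note: plate controls were induced DMSO wells for no effect and uninduced yeast grown without galactose for full effect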
# mIAP inh: blocks mouse intestinal alkaline phosphatase | inhibition, % at 10 µM | AID 2806 | 0.2% of 330,000 active | purified mouse IAP, CDP-Star luminescence, 30 min;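 active = inhibition of at least 40% at 10 µM in the primary screen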;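 note: plate controls were DMSO with enzyme for no effect and no enzyme wells for full effect; values of inactives mirror those of a sister screen read the other way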
# A3A deaminase: human APOBEC3A DNA deaminase inhibition; P31941; recombinant A3A, FAM/TAMRA ssDNA deamination fluorescence; inhibition, % at 20 µM; 0.41% of 330,000 active;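 active = at least 40% inhibition at 20 µM here, with at most 30% in a related deaminase screen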;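 note: plate controls were A3A with DMSO for no effect and wells lacking A3A enzyme for full effect; some results filed as inactive read as strong as hits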
# Target sequence (P31941 whole entry, looked up): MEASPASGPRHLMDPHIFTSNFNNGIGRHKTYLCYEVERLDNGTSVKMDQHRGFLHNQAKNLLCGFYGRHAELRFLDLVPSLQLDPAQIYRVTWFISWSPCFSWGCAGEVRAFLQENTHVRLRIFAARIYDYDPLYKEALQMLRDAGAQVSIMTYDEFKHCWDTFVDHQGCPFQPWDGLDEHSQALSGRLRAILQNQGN
# SENP1 inh: inhibitors of human SENP1 SUMO protease catalytic domain; recombinant SENP1 catalytic domain, CyPet-SUMO1-YPet FRET cleavage; 0.21% of 360,000 active; inhibition, % at 10 µM; AID 624204; Q9P0U3;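 active = inhibition at least 30% at 10 µM, raw YFP signal under a set limit, fluorescence ratio 0.5 to 1.5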;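 note: 0% = enzyme with DMSO and 100% = no enzyme wells; some results filed as inactive read as strong as hits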
# Target sequence (Q9P0U3 419-644 limits assumed): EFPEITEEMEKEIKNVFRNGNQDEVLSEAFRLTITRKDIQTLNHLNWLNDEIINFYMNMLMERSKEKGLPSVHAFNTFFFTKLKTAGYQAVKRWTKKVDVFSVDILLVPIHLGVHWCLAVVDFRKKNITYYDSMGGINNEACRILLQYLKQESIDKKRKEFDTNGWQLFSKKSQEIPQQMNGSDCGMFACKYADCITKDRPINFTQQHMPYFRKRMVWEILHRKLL
#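 Test system: recombinant human SENP1 catalytic domain, His6-tagged / Medium: pH 8 Tris buffer with EDTA, NaCl, BME, BSA, NP40, catalase / Also added: SUMO1 FRET substrate flanked by Cypet and Ypet, 25 nM / Times: 50 min reaction at room temperature / Signal: FRET, CFP and YFP emission / Control set: no-enzyme low control and enzyme-plus-DMSO high control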
# beta cell repl: MIN6 beta-cell proliferation induction; proliferation, % at 10 µM; 0.29% of 330,000 active; MIN6 cells proliferation, ATPlite luminescence, 48 h; cells starved in 0.2% serum; 100% = growth in 10% serum;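 active = compounds whose signal lies at least 3.5 SD above the mean of all wells on their plate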;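 note: 0% = DMSO-treated cells in low-serum medium and 100% = 10% serum control; some compounds called inactive have numbers as strong as hits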
# APOBEC3G inh: inhibitors of human APOBEC3G DNA deaminase. recombinant A3G, ssDNA deamination FAM/TAMRA fluorescence. Q9HC16. inhibition, % at 20 µM. AID 493012. 0.28% of 330,000 active;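 active = inhibition of at least 40% at 20 µM, with no more than 30% in the related APOBEC3A deaminase screen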;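 note: plate controls were DMSO wells with A3G for no effect and wells lacking A3G enzyme for full effect; some compounds called inactive have numbers as strong as hits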
# mIAP act: increases mouse intestinal alkaline phosphatase activity; muIAP, CDP-Star luminescence, 30 min; stronger effect = higher value; 1 = vehicle-only enzyme signal, 0 = enzyme-free wells; activation factor at 10 µM; 0.24% of 330,000 active; AID 2805;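 active = activation factor of at least 2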; note: the source names both 10 and 20 µM as test concentration; values of inactives mirror those of a sister screen read the other way
#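 also added = chemiluminescent substrate CDP-Star | test system = mouse IAP enzyme | signal = chemiluminescence readout | compound = DMSO-dissolved test compounds | incubation = 30 min at room temperature | benchmarks = DMSO wells, no-enzyme wells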
# hIAP act: human IAP activation | P09923 | purified human IAP, CDP-Star luminescence, 30 min; stronger effect = higher value; 1 = vehicle-only enzyme, 0 = enzyme-free background | activation factor at 10 µM | 0.16% of 330,000 active | AID 2524;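 active = activation factor of the enzyme at least 2-fold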; note: the source names both 10 and 20 µM as test concentration; values of inactives mirror those of a sister screen read the other way
# Starred values were filed as active, the others as inactive; nt = not tested or not shown; & = joins results of further samples.
SMILES,hIAP inh,NLRP3 yeast inh,mIAP inh,A3A deaminase,SENP1 inh,beta cell repl,APOBEC3G inh,mIAP act,hIAP act
Cc1ccc(-c2ccc(/C=N/O)o2)cc1[N+](=O)[O-],8.6,26.2,-9.5,3.2,3.1,-1.7,-8.4,1.09,0.914
CCOc1ccc2nc(N3CCC(C(=O)N4CCN(c5ccccn5)CC4)CC3)sc2c1,7.7,12.4,-4.7,-1.6,-1.2,-4.8,-0.1,1.05,0.923
C[N+](C)(C)CCOC(=O)CCC(=O)OCC[N+](C)(C)C,16.1,4.4,2.3,1.2,-0.9,-5.3,2.5,0.977,0.839
Cc1csc(NC(=O)CSc2nnc(-c3ccc(Cl)cc3)n2N)n1,11.2,15.4,-0.1,1.4,-0.2,-2.8,-1.4,1,0.888
CCOC(=O)/C(C#N)=N/Nc1ccc(S(=O)(=O)Nc2cc(OC)nc(OC)n2)cc1,3.3,3.5,-2.0,-2.3,-0.2,-2.2,-0.8,1.02,0.966
COc1cc(CN2CCN(c3ccccc3F)CC2)c([N+](=O)[O-])cc1OC,11.0,22.4,20.0,-0.2,-1.6,1.2,-7.4,0.8,0.89
Cc1cc(C(=O)OCC(=O)NC2CC2)c2ccccc2n1,0.6,22.0,-4.4,-2.3,5.1,-5.6,-4.2,1.04,0.994
Cc1ccc(OCCn2c(NC(=O)c3ccco3)nc3ccccc32)cc1,-45.3,19.1,-3.3,2.4,1.7,-5.5,1.7,1.03,1.45
COC(=O)c1ccc(C(C(=O)NC2CCCCC2)N(C(=O)Cc2cccs2)C2CC2)cc1 (configuration not stated),17.9,-3.3,-1.6,-1.7,-0.4,-1.7,-6.3,1.02,0.821
CNc1nnc(-c2cc3cc(Cl)ccc3oc2=O)s1,8.9,11.8,1.0,-3.7,-18.3,0.8,-5.1,0.99,0.911
Cc1ccc(C)c(NC(=O)CN(C)C(=O)c2cc(S(=O)(=O)N3CCOCC3)ccc2N2CCCC2)c1,25.2,21.3,-3.3,7.1,2.1,-0.4,16.8,1.03,0.748
CCc1ccc2c(c1)C(=O)C[C@]1(CCC[C@H](C)C1)O2,0.5,4.6,-3.0,-7.8,4.0,-3.3,-13.3,1.03,0.995
CCCCN(CC)CCNC(=O)c1cc2c(=O)n(CC)c3ccccc3c2s1,-13.9,3.2,7.0,-1.8,-1.3,-5.2,-6.4,0.93,1.14
CCCNC(=O)c1cc(S(=O)(=O)N2CCCCC2)ccc1N1CCOCC1,-2.7,13.7,0.3,-3.3,1.9,0.5,-7.5,0.997,1.03
CCn1c(CC(=O)Nc2ccc(F)cc2)nnc1SCC(=O)NC1CCCC1,1.3,-1.2,13.4,-2.2,-2.2,0.0,-6.0,0.866,0.987
CCCCNC(=O)CC1N=C2c3ccccc3N=C(SCC(=O)Nc3cccc(C)c3)N2C1=O (configuration not stated),-20.2,9.8,10.8,-0.6,0.3,-1.5,-2.3,0.892,1.2
CCCCCOCC1CC(C/C(C)=N/NC(N)=S)C(=O)O1 (configuration not stated),2.2,1.6,-2.7,2.7,2.6,0.4,-1.6,1.03,0.978
COc1ccc(CS(=O)(=O)c2ncn[nH]2)cc1,15.9,10.2,23.4,10.2,-0.9,-0.9,-3.5,0.766,0.841
O=[N+]([O-])c1ccccc1OCCOCCOc1cccc2cccnc12,8.7,-0.3,-7.2,-2.5,1.5,-0.1,-6.1,1.07,0.913
CC1CN(C(=O)/C(=C/c2ccco2)NC(=O)c2ccccc2)CC(C)O1 (configuration not stated),0.7,14.3,10.4,-6.5,0.7,2.2,-14.7,0.896,0.993
C[C@H](CO)N1C[C@H](C)[C@@H](CN(C)Cc2ccc(C(=O)O)cc2)Oc2c(NS(=O)(=O)c3cccs3)cccc2C1=O,9.9,-7.7,12.2,-4.1,0.5,-3.5,-5.8,0.878,0.901
CCC(CO)Oc1cc(NC(=O)c2ccccc2[N+](=O)[O-])c2ncn(C(C)C)c2c1 (configuration not stated),9.8,1.6,7.9,-2.8,-0.3,2.1,-6.8,0.921,0.902
CCOC(=O)C1(Cc2ccccc2)CCN(Cc2cccc(OC)c2O)CC1,-8.5,9.1,6.0,1.3,1.5,-2.7,-7.2,0.94,1.08
Cc1ccc2c(c1)C(c1ccccc1)N(C(=O)c1ccc(S(=O)(=O)N3CCOCC3)cc1)CC(=O)N2 (configuration not stated),5.6,3.9,12.3,-5.1,1.1,-2.0,-3.9,0.877,0.944
O=C(Nc1ccc(F)cc1)C(=O)c1c(O)[nH]c2ccc([N+](=O)[O-])cc12,-3.0,11.5,8.7,2.5,3.1,-0.9,0.2,0.913,1.03
Cc1nn(C)cc1CNC(=O)c1cnn2c1NC(c1ccc(Br)cc1)CC2C(F)(F)F (configuration not stated),-7.8,15.4,-0.2,-2.5,-2.2,-4.0,-5.9,1,1.08
Cc1ccc2c(C)nc(Nc3nc(CSc4nnnn4-c4ccccc4)cc(=O)[nH]3)nc2c1,14.2,6.8,4.7,4.2,1.9,-2.7,2.1,0.953,0.858
Cc1cccc(NC(=O)COC(=O)c2ccccn2)c1,2.7,-5.4,-2.4,-3.0,-10.2,0.8,-10.4,1.02,0.973
O=C(CSc1nc2ccccc2c(=O)n1Cc1ccco1)Nc1cccc(O)c1,19.1,2.8,2.8,-4.1,0.5,2.6,-7.3,0.972,0.809
CC(C)[C@H](NC(=O)c1ccco1)C(=O)NCc1ccccc1,-3.8,11.4,-4.7,-1.3,0.2,-1.7,-8.6,1.05,1.04
N#CC(C(=O)Nc1ccc(Cl)c(Cl)c1)=C1Nc2ccccc2N1,-10.7,12.8,5.3,-1.8,2.2,-1.8,-4.3,0.947,1.11
CCN(CC)S(=O)(=O)c1ccc2oc(C(=O)NCCCN3CCOCC3)c(C)c2c1,20.4,4.3,5.9,-5.7,1.2,-0.9,-10.9,0.941,0.796
CCOC(=O)N1CCC(NC(=O)c2cc(C(=O)Nc3cccc(C(F)(F)F)c3)ccc2CO)CC1,-4.5,-11.5,-2.1,-1.3,1.2,-2.6,-3.7,1.02,1.04
O=C(c1cccnc1)N1CCN(c2ccccc2Cl)CC1,-6.3,15.2,-3.7,-3.0,nt,-0.9,-5.5,1.04,1.06
COc1ccc(/C=C(\NC(=O)c2ccccc2)C(=O)NCCC(=O)O)cc1,-3.6,7.4,5.5,1.8,-1.2,-1.7,-11.0,0.945,1.04
Cc1ccc(CN2CCN(CC(=O)NC(C)c3ccc4c(c3)OCCO4)C2=O)cc1 (configuration not stated),14.3,9.1,3.2,-4.1,2.6,-3.2,-7.9,0.968,0.857
Cc1onc(-c2ccccc2)c1C(=O)Nc1ccccc1C#N,6.6,5.3,6.8,-0.7,-9.8&-1.7,-0.7,-0.9,0.932,0.934
CC(C)CNC(=O)C(=O)NCCC1CCCCN1S(=O)(=O)c1cccs1 (configuration not stated),-0.7,-4.6,-2.0,-3.2,1.2,-0.3,-8.8,1.02,1.01
CCOC(=O)C1=CN(Cc2cccc(Br)c2)S(=O)(=O)NC1C (configuration not stated),nt,nt,-7.0,6.1,1.8,nt,9.7,1.07,nt
C#CCN1C(=O)S/C(=C\c2ccc(N3CCOCC3)cc2C)C1=O,-4.3,23.9,13.2,-3.5,-25.3,0.2,-7.7,0.868,1.04
COC(=O)C1=C(C)N(c2ccc(OC)cc2)C(C)=C(C(=O)OC)C1c1ccc(OC)cc1,6.5,3.2,4.2,-1.5,1.9,-3.8,-3.1,0.958,0.935
CCCCn1c(N)c(NCCC)c(=O)[nH]c1=O,9.7,7.7,-10.8,1.4,-69.8,0.0,0.1,1.11,0.903
COC(=O)c1cccc(NC(=O)C2CCCN2C(=O)c2cccs2)c1 (configuration not stated),-7.5,4.0,1.6,-2.3,-1.5,2.3,-10.3,0.984,1.07
Cc1ccc(Cl)cc1NC(=O)C1CCCCC1C(=O)O (configuration not stated),-5.3,2.3,3.7,-0.2,2.1,-1.3,-0.7,0.963,1.05
Cc1cc(/C=N/n2cnnc2)c(C)n1-c1ccc(OCc2ccccc2F)cc1,-6.0,9.8,-6.7,-1.8,-0.2,-4.5,-6.1,1.07,1.06
CCCOc1nc2c(c(=O)n(C)c(=O)n2C)n1C,13.6,12.3,3.9,-2.7,1.6,0.4,-4.0,0.961,0.864
C/C(=N/NS(=O)(=O)c1ccc(C)c(C)c1)c1c[nH]c2ccccc12,-13.9,21.4,2.3,0.0,-0.4,0.2,-4.6,0.977,1.14
CCOC(=O)CNC(=S)N(Cc1ccco1)Cc1ccccc1Cl,2.7,3.2,-0.3,-1.7,-3.0,-2.6,-2.7,1,0.973
CC(=O)Oc1cc(C(=O)OCC(=O)N2CCc3ccccc3C2)cc(OC(C)=O)c1OC(C)=O,-27.4,15.7,45.5*,-1.6,-2.0,-6.6,-8.0,0.545,1.27
Cc1ccc(-c2c[n+](Cc3ccc(Cl)cc3)c3n2CCC3)cc1,-9.6,5.6,9.9,-0.6,-0.6,-4.1,-9.5,0.901,1.1
COc1ccc(-n2nc3c(c2NC(=O)CCCl)CSC3)cc1,6.2,22.8,9.3,-1.9,-0.4,-5.3,-8.8,0.907,0.938
C#Cc1ccc([C@H]2C=C(C(=O)N3CCN(Cc4ccc5c(c4)OCO5)CC3)O[C@@H](OCC)[C@@H]2CCCO)cc1,-10.3,17.3,3.0,4.5,-2.2,5.8,-6.4,0.97,1.1
Cc1ccn(CC(=O)NC2CC(C)(C)Cc3c2cnn3-c2ccc(F)cc2)n1 (configuration not stated),-6.6,8.0,5.8,-1.9,1.8,-1.0,-5.8,0.942,1.07
CCCCc1ccc(S(=O)(=O)N/N=C(/C)c2ccncc2)cc1,-0.6,14.9,-1.5,-4.2,0.0,0.2,-8.3,1.01,1.01
CSc1ccc(NC(=O)c2cccnc2)cc1C#N,8.9,13.9,-2.4,2.4,-0.5,-1.8,-1.0,1.02,0.911
c1ccc2c(N3CCOCC3)nc(-c3ccncc3)nc2c1,-14.1,25.9,-6.0,-4.1,-1.4,0.7,-6.6,1.06,1.14
Cc1nnc(NC(=O)CSc2nnc(C)n2Cc2ccccc2)s1,-5.2,0.3,-3.8,1.4,3.2,-1.1,0.8,1.04,1.05
CCc1ccc(Nc2nnc(SCC(=O)Nc3sccc3C(N)=O)s2)cc1,-0.6,3.8,17.6,-0.5,-7.0,-1.9,-8.3,0.824,1.01
O=C(/C=C/c1cccc(F)c1)OCC(=O)c1ccc[nH]1,12.8,-10.5,6.8,-1.9,0.7,6.4,-4.0,0.932,0.872
CCN(C(=O)Cn1c(=O)oc2ccccc21)c1ccc(C)c(C)c1,-2.7,-21.3,-1.4,-3.5,-1.0,1.6,-3.2,1.01,1.03
COc1ccc(/C=N/Nc2cc(C)nc3c(C)cccc23)cc1,9.5,40.1,6.5,7.4,-41.0,-5.7,-0.5,0.935,0.905
O=C(OCc1ccc(Cl)cc1Cl)c1ccncc1,12.3,-13.1,-1.3,0.6,4.3,-2.1,9.5,1.01,0.877

# Some of the compounds tested, so the mix of outcomes need not match the whole.
